# Screens as filed in PubChem BioAssay.
# MCL1 BIM primary – inhibitors of MCL1 binding to BIM-BH3, primary screen, biochemical, fluorescence polarization; GST-MCL1 / FITC-Bim-BH3 fluorescence polarization; inhibition, % at 10.9 µM; hit rate 0.68% among 320,000; AID 2057, 2009;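 active means inhibition above the mean inhibition of all tested compounds plus 3 SD, set per campaign, cut at about 40% in these data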;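 further: 0% = DMSO wells and 100% = unlabeled Bim-BH3 peptide control; higher means more loss of mP so more displacement of Bim peptide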
# Target sequence (Q07820 whole entry, looked up): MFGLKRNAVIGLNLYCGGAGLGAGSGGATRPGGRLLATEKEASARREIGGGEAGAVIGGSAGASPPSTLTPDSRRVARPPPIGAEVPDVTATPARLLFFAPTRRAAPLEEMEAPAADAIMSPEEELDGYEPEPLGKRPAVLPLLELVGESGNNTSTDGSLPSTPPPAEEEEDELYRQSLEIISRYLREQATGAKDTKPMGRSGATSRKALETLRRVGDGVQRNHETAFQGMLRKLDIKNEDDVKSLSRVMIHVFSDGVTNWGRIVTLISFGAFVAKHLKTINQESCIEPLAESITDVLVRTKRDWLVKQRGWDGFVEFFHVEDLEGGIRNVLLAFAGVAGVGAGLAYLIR
# MEX-5 binding – MEX-5 zinc finger RNA-binding disruptors – biochemical, C. elegans, fluorescence polarization, MLPCN library, primary screen; MEX-5/FITC-TCR2 RNA binding; active compounds read low; activity score (negative = inhibition of binding), % at 10 µM; hit rate 0.38% among 300,000; AID 1832, 2009;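 active means inhibition past about -25% in most replicates, and total fluorescence under double the plate's negative control median, limit read from the data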;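 further: 0% = DMSO and -100% = 5 µM competing unlabeled TCR2 RNA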
# Fam108B inh – mouse Fam108B serine hydrolase inhibitors, primary screen, counter-screen for RBBP9 inhibitor project, biochemical, fluorescence polarization; recombinant Fam108B, FP-Rh probe fluorescence polarization; inhibition, % at 9.51 µM; hit rate 0.33% among 300,000; AID 1947, 2009;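 active means inhibition above the screen mean inhibition plus 3 SD, computed separately per campaign, cut at about 18% in these data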;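 further: inhibitors lower polarization as less probe binds the enzyme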
# pPAFAH FP inh – pPAFAH enzyme inhibitors, primary screen, biochemical, fluorescence polarization, human. Platelet-activating factor acetylhydrolase (Homo sapiens), Q13093. recombinant pPAFAH, FP-rhodamine probe fluorescence polarization. inhibition, % at 3.39 µM. hit rate 1.5% among 330,000;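 active means inhibition above the mean inhibition across the screen plus 3 SD, cut at about 25% in these data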;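 further: inhibitors block binding of the rhodamine activity-based probe so polarization drops; 0% = enzyme with DMSO and 100% = wells lacking pPAFAH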
# BCLXL inh – inhibitors of human Bcl-xL, primary screen, biochemical, fluorescence polarization, HTS; GST-Bcl-xL / FITC-Bim BH3 peptide fluorescence polarization; inhibition, % at 10.9 µM; hit rate 0.7% among 320,000; AID 2129, 2009;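 active means inhibition above the mean of all tested compounds plus 3 SD, cutoff set per campaign, cut at about 30% in these data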;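 further: 0% = DMSO wells and 100% = unlabeled Bim-BH3 peptide competitor; inhibitors lower millipolarization by displacing the labeled peptide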
# Target sequence (Q07817 whole entry, looked up): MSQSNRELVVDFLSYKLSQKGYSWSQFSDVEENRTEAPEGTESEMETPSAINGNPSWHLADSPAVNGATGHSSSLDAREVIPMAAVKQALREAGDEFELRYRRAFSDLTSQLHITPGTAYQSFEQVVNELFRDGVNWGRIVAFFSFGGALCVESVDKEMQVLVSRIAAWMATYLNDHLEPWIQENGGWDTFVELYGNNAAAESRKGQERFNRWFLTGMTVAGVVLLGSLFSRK
# AHR activator – AHR activators, primary screen, cell-based, luminescence, luciferase reporter, human | activation, % at 5 µM | AHR-responsive luciferase reporter cells | Aryl hydrocarbon receptor (Homo sapiens), P35869 | hit rate 2.5% among 320,000; in the data active means activation above about 47%;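 further: 0% = vehicle wells and 100% = reference agonist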
# GLD-1 RNA inh – GLD-1/TGE RNA complex disruptors, primary screen, biochemical, fluorescence polarization; Female germline-specific tumor suppressor gld-1 (Caenorhabditis elegans), Q17339; purified GLD-1 + fluorescein TGE RNA; inhibition, % at 5.96 µM; hit rate 0.44% among 320,000;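 active means percent inhibition above a per-plate cutoff, the plate mean of test compounds plus 3 SD, cut at about 30% in these data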;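 further: 0% = DMSO wells with GLD-1 and probe and 100% = wells lacking GLD-1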
# Target sequence (Q17339 whole entry, looked up): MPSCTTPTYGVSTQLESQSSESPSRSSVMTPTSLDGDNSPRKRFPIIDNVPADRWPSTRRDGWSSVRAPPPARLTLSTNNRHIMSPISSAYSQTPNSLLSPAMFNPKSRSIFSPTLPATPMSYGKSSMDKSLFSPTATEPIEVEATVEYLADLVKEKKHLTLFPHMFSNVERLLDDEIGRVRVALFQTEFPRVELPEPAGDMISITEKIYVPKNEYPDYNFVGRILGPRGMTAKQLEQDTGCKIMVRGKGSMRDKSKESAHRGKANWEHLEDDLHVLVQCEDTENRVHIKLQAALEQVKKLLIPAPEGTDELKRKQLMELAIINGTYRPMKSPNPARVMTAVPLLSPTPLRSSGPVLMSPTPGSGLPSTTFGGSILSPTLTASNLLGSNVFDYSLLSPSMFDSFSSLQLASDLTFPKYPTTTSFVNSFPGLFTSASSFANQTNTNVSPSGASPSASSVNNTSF
# PAFAH1B2 inh – PAFAH1B2 enzyme inhibitors, primary screen, biochemical, fluorescence polarization, human; recombinant PAFAH1B2, FP-rhodamine activity probe; inhibition, % at 3.39 µM; hit rate 1.2% among 340,000; Platelet-activating factor acetylhydrolase IB subunit alpha2 (Homo sapiens), P68402;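 active means inhibition above the mean of all tested compounds plus 3 SD, cut at about 24% in these data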;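 further: 0% = enzyme with DMSO and 100% = wells lacking PAFAH1B2; many of its hits are not listed in these tables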
# PME-1 inh – PME-1 inhibitors via competitive probe labeling, primary screen, biochemical, fluorescence polarization, FP-Rh probe, HTS; hit rate 0.53% among 320,000; Protein phosphatase methylesterase 1 (Homo sapiens), Q9Y570; recombinant PME-1; inhibition, % at 5.9 µM;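 active means inhibition above the campaign mean of all compounds plus 3 SD, cut at about 26% in these data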;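 further: competitive labeling of PME-1 active site by serine hydrolase directed probe; 0% = PME-1 with DMSO and 100% = wells lacking PME-1 enzyme; inhibitors block probe labeling so polarization falls and inhibition rises; many of its hits are not listed in these tables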
# Numbers without * were called inactive; / = no result given. This is a subset (hit frequency here may not be typical).
SMILES,MCL1 BIM primary,MEX-5 binding,Fam108B inh,pPAFAH FP inh,BCLXL inh,AHR activator,GLD-1 RNA inh,PAFAH1B2 inh,PME-1 inh
Cc1cc(CN(C)C(=O)c2cc(COc3ccc4ncccc4c3)on2)on1,1,1.1,0,3,-1,1,-6,0,4
Cc1ccc(NC(=O)CN(C)C(=O)COC(=O)C(C)(C)Oc2ccc(Cl)cc2)cc1,-8,-3.2,-2,1,5,1,-2,3,2
Cc1csc(NS(=O)(=O)c2ccc(Cl)cc2)n1,-7,0.6,1,4,4,11,-7,6,-10
COc1cc(C(=O)OCCCN(C)C)cc(OC)c1OC,7,-0.9,-3,2,6,1,-3,4,-2
CCOc1ccc(CN(C)C(=O)CNC(=O)c2ccccc2)cc1,4,-2.4,-8,6,3,-1,-5,4,-4
O=C(NCC(=O)N1CCN(c2ccc([N+](=O)[O-])cc2)CC1)c1ccco1,/,/,/,4,/,0,-4,3,/
C=CCn1c(SCC(=O)Nc2c(C)n(C)n(-c3ccccc3)c2=O)nc2sc(C)c(-c3ccccc3)c2c1=O,4,-0.3,5,3,3,0,5,0,4
CSc1nsc(SC)c1NC(=O)Nc1ccccn1,-1,/,1,7,1,30,5,-6,-4
N#CCc1ccc(NS(=O)(=O)c2cccs2)cc1,-1,-0.9,-2,9,3,1,4,0,-3
Cc1ccc(C(=O)OCC(=O)NCCN2C(=O)CSC2=O)cc1,-13,0.1,3,-2,0,1,1,5,-9
COc1ccccc1N1CCN(S(=O)(=O)c2c(C)[nH]c(C)c2C(=O)N2CCCC2)CC1,7,-1.3,3,2,12,2,2,-1,0
O=C(c1cc(S(=O)(=O)Nc2ccccc2F)c(Cl)cc1Cl)N1CCN(CCO)CC1,0,-0.7,-3,-1,4,0,3,1,1
CC(C)N(CCNC(=O)c1oc(=O)c2ccccc2c1-c1ccccc1)Cc1ccco1,4,-0.3,-1,-5,5,2,5,2,2
CCn1c(CNC(=O)COc2ccc(C(C)C)cc2)nnc1SCC(=O)NC1CCCCC1C (configuration not stated),-3,-0.2,2,0,2,0,0,1,1
Cc1cn(C2CC3OCC3O2)c(=O)[nH]c1=O (configuration not stated),-11,0.3,-1,-2,-7,-2,-4,5,-9
CCc1nc2c(sc3nc4c(cc32)COC(C)(C)C4)c(=O)n1CCN(CC)CC,7,-0.2,1,2,2,-1,-2,-2,0
COC(=O)c1ccn(CC(=O)NC2CCCCC2)n1,-6,0.3,0,-4,-2,4,-5,4,-2
Cc1cccc(COc2ccc(/C=N/NC(=O)c3nnn(-c4nonc4N)c3COc3ccc(F)cc3)cc2)c1,1,0.1,-24,-1,-1,3,-1,6,-16
NNC(=O)c1ccc(O)cc1O,-3,-3.4,-1,6,-10,27,-4,5,1
COc1ccccc1CNS(=O)(=O)c1cc(C(=O)NCC2CCCO2)c(Cl)cc1Cl (configuration not stated),/,/,/,4,/,0,-3,2,/
COCCOc1cnn(-c2cc(Oc3ccc(C)cc3)ncn2)c(=O)c1Cl,6,-0.7,1,3,6,1,4,-1,4
Cc1ccc(Cl)cc1NC(=S)NCc1cccn1C,2,0.0,6,4,-1,7,3,6,-2
CC(C)CCNC(=O)Cn1cc2c(n1)CCCCC2,5,0.9,1,-2,4,2,5,5,-2
Cc1nc2ccc([N+](=O)[O-])cc2c(=O)n1Cc1cccc(F)c1,-12,1.6,0,3,0,6,-2,-2,-3
CCC(=O)Nc1nnc(S(=O)(=O)N(C)Cc2ccco2)s1,-3,0.4,0,-4,3,0,5,3,1

# Part of the list above in another layout.
structure	MCL1 BIM primary	MEX-5 binding	Fam108B inh	pPAFAH FP inh	BCLXL inh	AHR activator	GLD-1 RNA inh	PAFAH1B2 inh	PME-1 inh
Cc1ccc(C(=O)OCC(=O)NCCN2C(=O)CSC2=O)cc1	-13	0.1	3	-2	0	1	1	5	-9
COc1ccccc1N1CCN(S(=O)(=O)c2c(C)[nH]c(C)c2C(=O)N2CCCC2)CC1	7	-1.3	3	2	12	2	2	-1	0
O=C(c1cc(S(=O)(=O)Nc2ccccc2F)c(Cl)cc1Cl)N1CCN(CCO)CC1	0	-0.7	-3	-1	4	0	3	1	1

# The results go on:
SMILES,MCL1 BIM primary,MEX-5 binding,Fam108B inh,pPAFAH FP inh,BCLXL inh,AHR activator,GLD-1 RNA inh,PAFAH1B2 inh,PME-1 inh
O=c1/c(=C\c2cccc(O)c2)sc2nc(-c3ccccc3)c(-c3ccccc3)n12,3,1.8,-15,-12,4,-6,5,-8,-32
COc1ccccc1/C=C/C(=O)OC(C)CN1CCOCC1 (configuration not stated),-4,-0.4,4,3,0,6,-1,5,4
COc1cc(/C=C(\C#N)C(=O)Nc2ccc(C(=O)O)cc2)ccc1OC(=O)c1cccc(F)c1,2,-0.2,-8,9,4,7,-15,-2,-10
COCc1cc(=O)oc2cc(NC(=O)c3ccc(C(C)(C)C)cc3)ccc12,-3,1.9,2,-3,-3,8,-6,3,2
CNCCCOc1ccc(C)cc1OC,1,0.8,4,0,3,-3,5,-2,3
O=C(CSc1ccsc1[N+](=O)[O-])NC1CCCC1,27,3.0,1,14,-1,1,-7,3,0
C=CCN(Cc1cccs1)C(=O)CN1CCN(S(=O)(=O)c2ccc3c(c2)OCCCO3)CC1,-9,/,/,5,-2,3,4,1,5
Cc1ccc(NC(=O)C(C)c2ccc([N+](=O)[O-])cc2)cc1Cl (configuration not stated),3,0.1,-5,1,2,1,4,3,-8
COc1cnc(-c2ccccn2)nc1Oc1cccc(Cl)c1,14,2.7,2,7,5,3,1,3,-10
Cn1cc(Br)c(C(=O)NC2C3CC4CC(C3)CC2C4)n1 (configuration not stated),0,-0.2,-3,1,3,5,-3,16,4
O=C(Cc1ccccc1)Nc1ccccc1N1CCN(c2ccccc2)CC1,24,-1.8,-2,-7,-2,-1,1,8,-5
C/C(=C\c1ccco1)CN1CCC(N2CCC(C(=O)N3CCOCC3)CC2)CC1,0,-3.1,4,0,4,6,3,1,-9
O=C(O)c1cc2c(s1)CCCC2,2,2.4,-1,4,7,1,9,3,-4
CN(C)CCNc1oc(COc2cccc(Cl)c2)nc1C#N,17,2.5,-4,9,19,-1,10,8,1
Cc1cc2nnc(SCC(=O)Nc3ccc(Cl)cc3)n2c(N)n1,5,0.0,-1,-2,-2,2,3,6,2
COc1cc(C2C(C#N)=C(N)Oc3n[nH]c(C)c32)cc2c1OCO2 (configuration not stated),9,-2.3,-4,-2,8,1,0,2,1
CCN1C(N(C)CCc2c[nH]c3ccccc23)=N[C@@H](c2cccc(C(F)(F)F)c2)C(C(=O)OC)=C1C,/,/,/,-2,/,20,3,-4,/
C#CCNC(=O)c1cc2sccc2n1C,-4,-1.3,1,3,3,8,2,2,0
N#Cc1ccc(COC(=O)CSc2nnc(C3CCCCC3)n2N)cc1,-3,2.2,6,2,-5,7,13,-3,4
N#Cc1ccccc1NC(=O)C(=O)NCCCN1CCCC1=O,0,1.9,-2,-1,1,0,4,-2,5
Cc1c(-c2ccccc2)nnn1-c1ccc(F)cc1F,-5,-3.8,0,8,1,6,-4,5,2
COc1ccc(NC(=O)N(C)C[C@H]2Oc3ccc(NC(=O)NC(C)C)cc3C(=O)N([C@H](C)CO)C[C@@H]2C)cc1,/,/,/,-6,/,-1,4,-4,/
Cc1ccc(N2CC(C(=O)Nc3nnc(SCCN4CCOCC4)s3)CC2=O)cc1 (configuration not stated),3,0.5,-2,8,-1,2,11,0,5
CCOC(=O)N1CCN(CCC(=O)c2ccc(OC)cc2)CC1,12,0.7,-4,-1,10,2,1,-3,3
Cc1cccn2c(=O)nc(SCC(=O)Nc3ccc4c(c3)OCO4)nc12,0,-1.6,6,-1,-3,5,2,3,-2

# Some of the entries so far, with each value named:
Structure: N#Cc1ccccc1NC(=O)C(=O)NCCCN1CCCC1=O
- MCL1 BIM primary = 0
- MEX-5 binding = 1.9
- Fam108B inh = -2
- pPAFAH FP inh = -1
- BCLXL inh = 1
- AHR activator = 0
- GLD-1 RNA inh = 4
- PAFAH1B2 inh = -2
- PME-1 inh = 5

Structure: Cc1c(-c2ccccc2)nnn1-c1ccc(F)cc1F
- MCL1 BIM primary = -5
- MEX-5 binding = -3.8
- Fam108B inh = 0
- pPAFAH FP inh = 8
- BCLXL inh = 1
- AHR activator = 6
- GLD-1 RNA inh = -4
- PAFAH1B2 inh = 5
- PME-1 inh = 2

Structure: COc1ccc(NC(=O)N(C)C[C@H]2Oc3ccc(NC(=O)NC(C)C)cc3C(=O)N([C@H](C)CO)C[C@@H]2C)cc1
- MCL1 BIM primary = /
- MEX-5 binding = /
- Fam108B inh = /
- pPAFAH FP inh = -6
- BCLXL inh = /
- AHR activator = -1
- GLD-1 RNA inh = 4
- PAFAH1B2 inh = -4
- PME-1 inh = /

Structure: Cc1ccc(N2CC(C(=O)Nc3nnc(SCCN4CCOCC4)s3)CC2=O)cc1 (configuration not stated)
- MCL1 BIM primary = 3
- MEX-5 binding = 0.5
- Fam108B inh = -2
- pPAFAH FP inh = 8
- BCLXL inh = -1
- AHR activator = 2
- GLD-1 RNA inh = 11
- PAFAH1B2 inh = 0
- PME-1 inh = 5

# (list continues)
SMILES,MCL1 BIM primary,MEX-5 binding,Fam108B inh,pPAFAH FP inh,BCLXL inh,AHR activator,GLD-1 RNA inh,PAFAH1B2 inh,PME-1 inh
COc1ccc(/C=C/C(=O)C(C(N)=O)=C2SCCS2)cc1,8,3.5,11,-5,9,5,-8,-3,-4
CCOC(=O)CSc1nc2ccccc2n1CC(=O)NC(C)(C)C,0,4.6,-1,2,-1,-2,-1,1,3
Cc1ccn(-c2cc(O)c(-n3ccc(C)n3)cc2O)n1,1,0.1,0,1,12,8,4,7,-9
CCOc1ccc(CNC(=O)CCC(=O)n2nc(C)c3ccccc32)cc1,13,-0.8,-1,4,5,12,14,-1,2
CC(C)(C)C(=O)Nc1ccccc1C(=O)NCc1ccco1,-6,-1.8,-2,7,4,0,9,2,-4
Cc1c(-c2ccccc2)c(=O)oc2ccc(O)cc12,7,-2.0,1,1,6,1,8,-2,2
Nc1nc(-c2ccc(S(=O)(=O)N3CCCCC3)cc2)cs1,-10,/,/,4,-1,0,1,4,2
Cc1nonc1NC(=O)CSc1nc(CCC2CCCC2)nc2ccccc12,5,-2.6,-4,0,4,4,-4,6,5
O=C(O)C1CCCN1S(=O)(=O)c1ccc(Br)s1 (configuration not stated) (tested in a mixture with another compound),4,-1.1,-2,0,3,0,4,13,3
CC(C)CNC(=O)c1ccccc1NC(=O)c1ccc(CSc2ccccc2)cc1,-1,-0.8,-24,-14,2,2,7,10,-37
O=C(CNC(=O)c1ccc(F)cc1)c1ccc(Cl)cc1,3,0.0,0,-4,-1,-1,4,5,0
CC(=O)Nc1cccc(-c2nc3ccccc3s2)c1C,10,0.4,-4,-1,1,-10,-1,2,0
O=S(=O)(NCC1CCN(Cc2ccccc2)CC1)c1ccccc1C(F)(F)F,3,5.0,0,4,4,0,15,9,2
CC1(c2ccccc2)NC(=O)N(CC(=O)Nc2ccc3c(c2)OCO3)C1=O (configuration not stated),1,-0.5,4,8,-1,9,3,4,0
